Screening results from PubChem.
S1P1 ag-PAM = S1P1 (human) agonism or agonism potentiation; P21453; S1P1 CRE-bla cells, forskolin, beta-lactamase FRET, potentiator mode; S1P1 agonist co-added at EC20, 2 nM; 100% = saturating reference agonist, 0% = basal; activation, % at 9.5 µM; 56,000 compounds, 0.57% hits; AID 449;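 active = activation above a cutoff set at the mean activation of all tested compounds plus 3 SD, cut at about 54% in these data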;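 also: forskolin at 4 µM as EC80 and the EC20 agonist is SEW2871; 100% = SEW2871 at its EC100 plus forskolin at EC80; some compounds past the cut are filed as inactive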
HTR1E antagonist = 5-HT1E (human) receptor antagonism | P28566 | CHO 5-HT1E Ga15 NFAT-bla reporter, FRET, antagonist | inhibition, % at 6 µM | 65,000 compounds, 0.99% hits;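 active = inhibition above a set limit, the mean inhibition across every tested compound plus 3 SD, cut at about 29% in these data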;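 also: signal is the 460 over 535 nm emission ratio of beta-lactamase substrate; 0% = agonist plus DMSO wells and 100% = wells without agonist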
Target sequence (P28566 whole entry, looked up): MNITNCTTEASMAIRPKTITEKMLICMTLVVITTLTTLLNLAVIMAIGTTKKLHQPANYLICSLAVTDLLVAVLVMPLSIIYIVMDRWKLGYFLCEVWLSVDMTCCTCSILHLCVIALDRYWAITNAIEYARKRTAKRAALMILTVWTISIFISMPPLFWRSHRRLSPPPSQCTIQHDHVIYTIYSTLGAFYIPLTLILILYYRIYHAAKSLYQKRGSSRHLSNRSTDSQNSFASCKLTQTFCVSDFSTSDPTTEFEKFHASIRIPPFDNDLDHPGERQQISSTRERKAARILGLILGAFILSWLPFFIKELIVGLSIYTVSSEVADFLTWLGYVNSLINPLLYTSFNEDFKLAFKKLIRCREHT
5HT1a antag = antagonists of human 5-HT1a serotonin receptor; P08908; CHO 5-HT1a Ga15 NFAT-bla reporter, antagonist mode; inhibition, % at 10 µM; 62,000 compounds, 0.68% hits;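 active = inhibition above the mean of all tested compounds plus 3 SD, cut at about 43% in these data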;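 also: receptor stimulated by 5-CT agonist at 100 nM near EC80; beta-lactamase reporter measured by ratiometric fluorescence of a cleavable substrate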
Target sequence (P08908 whole entry, looked up): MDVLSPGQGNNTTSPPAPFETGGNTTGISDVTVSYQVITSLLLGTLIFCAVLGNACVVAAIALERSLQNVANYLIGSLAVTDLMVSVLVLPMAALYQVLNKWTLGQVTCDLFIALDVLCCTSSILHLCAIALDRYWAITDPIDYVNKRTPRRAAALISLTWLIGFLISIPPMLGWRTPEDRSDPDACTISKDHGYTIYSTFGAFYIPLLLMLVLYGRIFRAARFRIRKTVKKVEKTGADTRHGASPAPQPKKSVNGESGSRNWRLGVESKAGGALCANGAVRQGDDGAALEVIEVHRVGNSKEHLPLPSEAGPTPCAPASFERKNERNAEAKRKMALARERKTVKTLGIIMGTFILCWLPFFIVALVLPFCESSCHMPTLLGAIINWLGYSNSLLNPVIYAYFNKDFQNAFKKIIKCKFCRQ
D1 mod = allosteric modulators of human D1 dopamine receptor. P21728. HEK293 D1, CRE-luciferase, dopamine EC30 potentiation; actives deviate in either direction. B-score at 10 µM. 58,000 compounds, 5.9% hits. AID 641;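 active = luminescence count or its row- and column-corrected plate score outside the 99.7% band of the plate's sample wells, on either side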
Jurkat tox 60K = cytotoxicity toward Jurkat cells; 56,000 compounds, 1.2% hits; Jurkat E6.1 viability, ATP luminescence, 48 h; inhibition, % at 4 µM; AID 463;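 active = inhibition above the mean inhibition of all tested compounds plus 3 SD, cut at about 28% in these data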
HTR1E agonist = activates the human 5-HT1E serotonin receptor; CHO 5-HT1E Ga15 NFAT-bla reporter, FRET; 0% DMSO wells, 100% control agonist wells; activation, % at 6 µM; AID 574; 65,000 compounds, 0.69% hits;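 active = activation above a set limit, the screen-wide mean activation plus 3 SD, cut at about 8.5% in these data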;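 also: 100% = positive control agonist at 1 µM giving full maximal response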
S1P3 agonist = agonists of human S1P3 receptor; S1P3 NFAT-BLA reporter cells, agonism, FRET ratio; relative to 1 µM S1P, basal subtracted; activation, % at 4.5 µM; 60,000 compounds, 0.1% hits; AID 373;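 active = activation above the screen-wide mean plus 3 SD, cut at about 4.5% in these data, passing the limit was not always enough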; also: some compounds called inactive have numbers as strong as hits
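Assay system: CHO cells stably expressing human S1P3, Gα16 and NFAT-β-lactamase reporter. Timing: overnight plating, 4 h compound 37 °C, 2 h substrate RT. Signal: β-lactamase FRET emission ratio 460/535 nm. Measure: percent activation versus median 1 µM S1P response, basal-subtracted, per plate. Repeats: primary screen single test, confirmation screen in triplicate.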
5HT1a ag = activates the human 5-HT1a serotonin receptor; 65,000 compounds, 0.56% hits; AID 567; CHO 5-HT1a Ga15 NFAT-bla reporter, FRET ratio; 0% basal, 100% maximal reference agonist; P08908; activation, % at 10 µM;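 active = activation above the screen-wide mean activation plus 3 SD, cut at about 19% in these data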;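 also: 0% = DMSO wells and 100% = 5-CT at EC100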
HEK293 NFkB inh = lowers PMA/ionomycin-induced NF-kB signal in HEK293 cells. HEK-293 NF-kB luciferase reporter, luminescence. inhibition, % at 3 µM. 62,000 compounds, 0.21% hits. AID 465;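 active = inhibition above the mean of all tested compounds plus 3 SD, cut at about 40% in these data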;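 also: 0% = stimulated DMSO wells and 100% = 10 µM reference inhibitor 5653914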
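System: NF-kB luciferase reporter HEK-293 cells | Replication: Single test | Control set: DMSO vs reference inhibitor | Evaluation: % inhibition | Schedule: 1 h pretreatment, 16 h stimulation, 37 °C | Probe or stimulus: PMA with ionomycin | Compound dosing: One dose, 3 µM | Detection: Luciferase luminescence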
Starred values were filed as active, the others as inactive; · = no result given; & = joins results of further samples.

Each structure is followed by: S1P1 ag-PAM	HTR1E antagonist	5HT1a antag	D1 mod	Jurkat tox 60K	HTR1E agonist	S1P3 agonist	5HT1a ag	HEK293 NFkB inh
> Cc1ccc(Cn2nnc3c(=O)n(Cc4cccc(C)c4)cnc32)cc1
    14.8	20.1	26.8	0.917	2.4	-0.3	-0.2	-4.3	-2.6
> Cc1ccc(NC(=O)c2ccco2)c(NC(=O)c2cccs2)c1
    4.8	5.6	14.9	0.0638	-0.3	-0.6	0.1	-1.4	13.0
> CC(C)OC(=O)C1C2C=CC3(CN(Cc4cccs4)C(=O)C13)O2 (stereo not drawn)
    -1.1	-2.1	-11.3	-0.778	-7.0	0.3	0.6	-0.5	8.3
> COc1cc(C2N(c3ccc(Cl)cc3)C(=O)C3CCCN32)cc(OC)c1OC (stereo not drawn)
    -16.8	0.4	-8.6	1.03	1.8	0.6	0.8	-2.5	-6.1
> COc1ccc(-c2nnc(SCC(=O)OC3CCCCC3)o2)cc1OC
    -18.5	-7.9	-7.6	1.07	-1.9	-0.6	-0.3	-0.6	1.2
> COc1cccc(C2=NOC(C(=O)NC(C)(C)C)C2)c1 (stereo not drawn)
    2.3	-9.2	-3.4	-0.0401	-0.5	-0.5	1.1	0.9	1.1
> Cc1ccc(OCc2nnc(SCC(=O)NCc3ccccc3)n2C)cc1
    -17.8	-4.5	1.1	0.448	2.5	-1.1	0.7	-1.9	-2.7
> CCOC(=O)C1CCCN(C(=O)CN2CCN(Cc3ccc(Cl)cc3)C2=O)C1 (stereo not drawn)
    ·	21.1	-1.6	0.0838	·	-3.1	·	0.2	0.6
> CC(C)CCOCC1CC2(CC(C)(c3csc(N)n3)OC2=O)C(=O)O1 (stereo not drawn)
    -20.9	4.0	7.9	-0.0604	-1.3	0.2	-0.6	-2.8	10.6
> COCCN1C=C(C(=O)OC)C(c2cc3c(cc2Br)OCO3)C(C(=O)OC)=C1
    -17.2	-8.8	1.3	0.0262	3.1	1.0	-0.1	1.1	20.2
> O=C(NC1CCN(C(=O)Nc2cccc(F)c2)CC1)C1CCCCC1
    -11.9	-0.3	12.8	1.63	-3.8	0.3	-1.1	-2.2	28.2
> c1ccc(-c2cn3nc(-c4ccccc4)sc3n2)cc1
    -16.9	-14.6	-13.3	-8.22*	-2.1	0.9	0.0	-1.7	-8.9
> COc1cc(NC(=O)c2ccc(-c3ccc(Br)cc3)o2)ccc1NC(=O)C(C)C
    -2.5	14.8	10.8	0.0992	-4.4	0.0	-1.7	0.0	0.0
> Cc1ccccc1OCC(=O)Nc1ccccc1N1CCOCC1
    ·	8.6	10.2	-0.0529	13.7	-0.1	0.1	-0.2	15.4
> Cc1cc(C(=O)OCC(=O)Nc2ccc(F)cc2F)c(C)o1
    -11.9	-4.3	-6.8	·	-2.7	-0.6	-0.1	-1.4	15.0
> COc1cccc2c1N1C(=O)c3c(C(=O)O)cccc3C1CC2(C)C (stereo not drawn)
    3.2	-0.6	-0.4	0.0562	3.9	-0.1	-1.1	-2.1	15.2
> COC(=O)c1ccc(CSc2nc3c(cnn3-c3ccc(F)cc3)c(=O)[nH]2)o1
    ·	-0.4	-9.7	5.27*	·	-0.1	·	0.5	12.4
> CC(=O)Nc1nonc1-c1nc2ccccc2n1Cc1nnc(C)o1
    -9.4	20.2	4.0	-0.617	15.4	-0.6	-1.4	-1.6	12.0
> CCOC(=O)C(C)Oc1cccc2c(=O)n(CC(=O)NCc3ccco3)ccc12 (stereo not drawn)
    33.8	38.3*	14.0	3.27*	96.4*	-0.3	-2.1	-4.4	25.9
> COCCOC(=O)c1c(C)oc2ccc(OCc3cc(C(=O)OC)oc3C)cc12
    -32.9	-2.0	2.5	0.812	9.8	1.3	-1.9	-1.2	4.5

2 consecutive records already listed:
Each structure is followed by: S1P1 ag-PAM	HTR1E antagonist	5HT1a antag	D1 mod	Jurkat tox 60K	HTR1E agonist	S1P3 agonist	5HT1a ag	HEK293 NFkB inh
> O=C(NC1CCN(C(=O)Nc2cccc(F)c2)CC1)C1CCCCC1
    -11.9	-0.3	12.8	1.63	-3.8	0.3	-1.1	-2.2	28.2
> c1ccc(-c2cn3nc(-c4ccccc4)sc3n2)cc1
    -16.9	-14.6	-13.3	-8.22*	-2.1	0.9	0.0	-1.7	-8.9

More results:
Each structure is followed by: S1P1 ag-PAM	HTR1E antagonist	5HT1a antag	D1 mod	Jurkat tox 60K	HTR1E agonist	S1P3 agonist	5HT1a ag	HEK293 NFkB inh
> CC(C)C1Cc2c(C#N)c(N)n(C)c(=S)c2CO1 (stereo not drawn)
    -8.1	-2.9	·	9.78*	·	0.2	1.2	-0.5	·
> COCC(=O)Oc1c(S(=O)(=O)c2ccc(C)cc2)c(C)nn1-c1ccccc1
    24.4	6.3	15.4	0.358	1.0	-1.0	-1.0	-0.7	-1.6
> O=C(CCCn1c(=O)c2sccc2n(Cc2ccc(F)cc2)c1=O)NCc1ccco1
    18.6	3.8	12.9	0.24	11.1	-0.2	-0.3	1.9	13.5
> COc1cc(C2N=C(c3ccccc3)NO2)cc(Br)c1O (stereo not drawn)
    ·	2.1	1.8	0.478	·	-0.3	·	-0.1	26.8
> COc1ccc(C(C(=O)NC2CCCC2)N(CCN(C)C)C(=O)c2snc(C(N)=O)c2N)cc1 (stereo not drawn)
    -5.8	-6.6	17.6	-1.24	2.4	-1.5	-0.4	-0.5	11.1
> Cc1cc(NS(=O)(=O)c2ccc(NC(=O)CCCOc3ccc(Cl)cc3)cc2)no1
    1.9	8.6	-6.4	1.49	-3.2	-0.5	0.3	-2.3	-7.5
> CC(C)NC(=O)CCCn1c(=S)[nH]c2cc3c(cc2c1=O)OCO3
    ·	1.0	-0.6	0.029	·	-0.8	·	-1.6	1.6
> COc1cc(N/C(=N/S(=O)(=O)c2ccccc2)c2ccccc2)ncn1
    -10.6	11.2	5.2	6.45*	10.3	-0.4	-1.1	-2.1	-3.1
> CCN(CC(=O)Nc1ccc2c(c1)OCCO2)c1nc(-c2cccnc2)nc2ccccc12
    -45.9	-7.4	-15.8	3.64*	0.4	-0.2	0.0	-0.6	14.3
> CCOc1cc(C2C(C(=O)OCC(C)C)=C(C)N=C3SCCC(=O)N32)ccc1OC(C)=O (stereo not drawn)
    -8.6	0.5	-22.6	0.404	-6.7	-0.5	-0.4	1.5	15.6
> O=C(OC1CCOC1=O)c1cncc(Br)c1 (stereo not drawn)
    3.4	0.8	-14.9	0.919	1.5	42.7*	-1.1	-3.5	16.9
> O=S(=O)(/C=C/c1ccccc1)Nc1ccc(N2CCOCC2)cc1
    23.4	14.4	3.0	·	3.2	-0.9	-2.2	-0.7	11.0
> CCOC(=O)N1CCN(c2cc(NCCC(=O)O)c3c4c(onc24)-c2ccccc2C3=O)CC1
    -24.5	11.2	-19.4	1.68	5.6	0.7	0.4	1.2	29.4
> Cc1ccccc1-c1ccc(Nc2ccc(N3CCOCC3)cc2)nn1
    ·	3.2	1.6	-1.31	·	-0.1	·	0.0	8.7
> O=C(CCSCCC(=O)NCc1ccco1)NCc1ccco1
    -8.7	-7.1	-3.4	-0.0199	-3.3	0.1	-1.2	-2.0	-4.1
> CCCCC(CC)C(=O)NCCCN1CCN(CCCNC(=O)C(CC)CCCC)CC1 (stereo not drawn)
    ·	7.8	12.1	-0.776	-10.3	0.2	-1.0	0.7	14.4
> COc1ccc(CNC(=O)c2cnn3c(C(F)F)cc(C)nc23)cc1OC
    -25.6	23.3	10.8	3.9*	8.9	0.5	0.1	-0.3	-3.1
> O=C(c1ccco1)N1CCN(c2ncnc3c2[nH]c2ccccc23)CC1
    13.4	8.5	·	1.24	·	0.1	-3.0	1.7	·
> Cn1c(=O)oc2cc(S(=O)(=O)NCCC(=O)NC3CCCc4ccccc43)ccc21 (stereo not drawn)
    6.0	-24.0	-0.3	·	0.3	0.1	-0.4	-3.3	19.9
> COC(=O)c1ccc(Cn2cnc3c(sc4nc(N5CCOCC5)c5c(c43)CCCC5)c2=O)o1
    -68.5	21.1	·	6.76*	·	0.8	2.2	5.6	·
> CCOC(=O)N1CCC(Nc2c(NCCCN3CCN(c4ccc(OC)cc4)CC3)c(=O)c2=O)CC1
    1.1	4.1	-3.7	0.107	9.9	-0.5	-1.1	-2.5	18.0
> COc1ccc(C2C(C(=O)c3sc(C)nc3C)=C(O)C(=O)N2CCN(C)C)cc1 (stereo not drawn)
    11.0	14.7	6.7	0.776	-3.9	0.7	-1.0	0.0	-4.3
> Cc1ccccc1-n1nc2c(c1NC(=O)c1c(-c3ccccc3Cl)noc1C)CS(=O)(=O)C2
    ·	-1.7	9.9	0.0304	·	0.8	·	2.4	22.2
> CCN(CC)c1ccc(C(=O)OCC(=O)N2CCN(c3ccccc3)CC2)cc1
    7.6	-21.3	-12.0	1.94	1.0	-0.2	-0.6	1.9	4.6
> COc1ccc(Cc2nc(-c3ccc(-n4cccc4)cc3)no2)cc1OC
    66.3*	2.9	0.2	0.0292	6.6	1.3	-0.6	2.0	18.7
> O=C(O)c1cc2cc(F)ccc2[nH]1
    -2.9&-1.5	-0.6&-11.6	8.4	0.141	-3.2	2.3&-2.2	1.2&-4.3	-2.5&-1.8	1.0
> COc1ccc2c(c1)c(=O)c(Br)c(C)n2Cc1ccccc1
    -64.8	7.3	8.5	0.332	-3.5	1.6	-0.1	3.2	1.2
> CCCC(C)C(=O)Nc1ccc(C(N)=O)cc1 (stereo not drawn)
    -24.5	0.5	-9.1	0.217	-0.2	0.2	-1.9	-5.6	26.5
> COc1ccc(-c2noc(CCC(=O)NCCN3CCN(c4ccccc4F)CC3)n2)cc1
    ·	1.4	17.5	-2.8*	·	0.5	·	0.3	13.6
> Cn1ncc(C#N)c1/N=C/N1CCOCC1
    ·	12.0	8.1	-0.147	-0.9	-0.8	-0.2	-1.1	-0.3
> COc1ccccc1N(C)S(=O)(=O)c1ccc(C(=O)NC2=NCCS2)cc1
    ·	3.9	13.1	0.361	·	-0.9	·	-2.8	22.9
> Cc1cccc(NC(=O)Nc2cccc(C)n2)n1
    0.7	-5.1	3.0	-0.0281	8.5	-1.1	-1.3	-1.9	15.0
> CCSc1ccccc1C(=O)NCCCn1ccnc1
    -37.2	1.1	-7.0	-0.514	-8.2	0.7	1.3	-5.8	11.0
> COc1ccccc1-n1c(CNC(=O)c2ccco2)nnc1SCC(=O)Nc1cc(C)ccc1C
    -6.8	-6.8	-5.3	0.49	5.4	0.2	0.6	1.1	10.5
> Cc1ccc(-c2cc(C(=O)Nc3cc(C)on3)c3ccccc3n2)c(C)c1
    17.5	-4.8	6.8	-0.673	8.5	1.4	-2.2	4.2	12.4
> CCCCn1c(=O)c(Cc2ccccc2)c(O)c2ccccc21
    -3.8	7.8	-14.5	1.28	7.7	-0.4	-0.4	-0.4	2.2
> CCC(c1nnnn1Cc1ccco1)N(Cc1ccccc1OC)Cc1cc2cc(C)ccc2[nH]c1=O (stereo not drawn)
    2.4	-12.1	7.4	0.803	2.1	0.3	-0.7	3.2	20.8
> O=C(NCc1cccs1)C1CCCN(c2ncccn2)C1 (stereo not drawn)
    21.8	-5.6	-5.9	0.519	1.2	0.0	-0.3	-1.5	7.3

Compounds were not picked by outcome. About 8.3% of those tested had a hit in this group.
